# Assay outcomes (PubChem)
# Tn7 DDE FP – disrupts Tn7 cyclic peptide binding to fibrin D-Dimer-E complex | P02675 | FP displacement of FITC-Tn7 peptide from fibrin DD(E); 0% = median of compound wells per plate | inhibition, % at 8.3 µM | hit rate 0.13% among 370,000;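 active = inhibition above the mean of compounds falling within the control limits plus 3 SD of them, cut at about 14% in these data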;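 note: 0% = plate median of compound wells and 100% = 10 µM Aha-Tn7 peptide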
# Target sequence (P02675 whole entry, looked up): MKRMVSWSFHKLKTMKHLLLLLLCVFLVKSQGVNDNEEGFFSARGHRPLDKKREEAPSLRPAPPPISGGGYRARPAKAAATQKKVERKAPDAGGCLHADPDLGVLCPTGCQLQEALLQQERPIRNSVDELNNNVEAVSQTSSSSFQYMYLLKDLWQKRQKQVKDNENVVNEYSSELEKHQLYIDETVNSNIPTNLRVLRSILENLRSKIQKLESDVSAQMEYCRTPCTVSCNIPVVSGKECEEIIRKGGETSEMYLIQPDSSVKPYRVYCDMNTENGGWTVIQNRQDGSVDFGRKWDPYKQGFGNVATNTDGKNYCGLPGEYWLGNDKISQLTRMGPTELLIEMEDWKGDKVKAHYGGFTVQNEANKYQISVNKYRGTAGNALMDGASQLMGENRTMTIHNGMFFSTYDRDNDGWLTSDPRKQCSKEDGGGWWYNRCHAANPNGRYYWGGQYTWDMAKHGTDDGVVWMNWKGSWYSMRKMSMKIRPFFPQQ
#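 Measure: % inhibition scaled between sample-field median and high-control FP; Test system: human fibrin DD(E); Quantity: 2 µM final DD(E) protein; Doses: one dose, 8.3 µM nominal; Schedule: compound with protein 10 min, then 3 h after probe, room temperature; Detection: fluorescence polarization; Medium: Tris buffer with calcium and detergent, pH 7.8.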
# DDE Tn6 FP inh – inhibitors of Tn6 peptide binding to human fibrin DD(E) | Fibrin DD(E) TRITC-Tn6 fluorescence polarization displacement | AID 720509 | hit rate 0.21% among 370,000 | P02675 | inhibition, % at 8.3 µM;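 active = inhibition above a per-campaign cutoff: mean of compounds within control limits plus 3 SD, cut at about 15% in these data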;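 note: 0% = median of all compound wells on the plate and 100% = blocking peptide control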
# ASAP1 GAP inh – blocks human ASAP1-stimulated Arf1 GTP hydrolysis; Q9ULH1; hit rate 0.19% among 360,000; inhibition, % at 16.5 µM; GDP FP detection; in the data active = inhibition above about 25%;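 note: 0% = vehicle with enzyme and substrate and 100% = no enzyme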
# proKLK7 act – activates the human kallikrein-7 zymogen; purified proKLK7, EDANS-DABCYL substrate fluorescence; 100% is mature enzyme control, 0% vehicle; activation, % at 7 µM; hit rate 0.9% among 370,000;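 active = activation above the mean of all tested compounds plus 3 SD, computed per campaign excluding outliers beyond control limits, cut at about 13% in these data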
# ARFGAP1 inh – inhibits rat ARF GTPase activating protein 1; Arfgap1-stimulated ARF1 GTP hydrolysis, GDP FP detection; hit rate 0.26% among 360,000; inhibition, % at 16.5 µM;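 active = inhibition above a per-plate limit, mean inhibition of low control wells plus 3 SD, cut at about 25% in these data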;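 note: 0% = DMSO wells with enzyme and 100% = wells lacking Arfgap1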
#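 System: truncated rat Arfgap1 GAP domain / Benchmarks: high control wells lacking Arfgap1, low control full reaction with DMSO / Times: compound-enzyme preincubation 20 min, reaction 120 min, detection 60 min, 25 °C / Repeats: one replicate per compound / Also added: human ARF1(Δ1-17)-GTP substrate / Measured by: Tracer-displacement fluorescence polarization with EDTA stop, 620/688 nm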
# PLCg1 inh – blocks human PLC-gamma1 enzyme activity | inhibition, % at 12.2 µM | hit rate 0.84% among 370,000 | AID 720700 | purified PLC-gamma1, fluorogenic substrate, fluorescence; in the data active = inhibition above about 9.5%
# ADAM17 inh – inhibitors of human ADAM17. recombinant ADAM17, EDANS/DABCYL FRET peptide cleavage. hit rate 0.83% among 370,000. inhibition, % at 6.95 µM. AID 720648. P78536;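 active = inhibition above the mean of compounds lying between control limits plus 3 SD, set per campaign, cut at about 8.5% in these data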;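 note: 0% = DMSO-only wells as the low control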
# Target sequence (P78536 215-824 limits assumed): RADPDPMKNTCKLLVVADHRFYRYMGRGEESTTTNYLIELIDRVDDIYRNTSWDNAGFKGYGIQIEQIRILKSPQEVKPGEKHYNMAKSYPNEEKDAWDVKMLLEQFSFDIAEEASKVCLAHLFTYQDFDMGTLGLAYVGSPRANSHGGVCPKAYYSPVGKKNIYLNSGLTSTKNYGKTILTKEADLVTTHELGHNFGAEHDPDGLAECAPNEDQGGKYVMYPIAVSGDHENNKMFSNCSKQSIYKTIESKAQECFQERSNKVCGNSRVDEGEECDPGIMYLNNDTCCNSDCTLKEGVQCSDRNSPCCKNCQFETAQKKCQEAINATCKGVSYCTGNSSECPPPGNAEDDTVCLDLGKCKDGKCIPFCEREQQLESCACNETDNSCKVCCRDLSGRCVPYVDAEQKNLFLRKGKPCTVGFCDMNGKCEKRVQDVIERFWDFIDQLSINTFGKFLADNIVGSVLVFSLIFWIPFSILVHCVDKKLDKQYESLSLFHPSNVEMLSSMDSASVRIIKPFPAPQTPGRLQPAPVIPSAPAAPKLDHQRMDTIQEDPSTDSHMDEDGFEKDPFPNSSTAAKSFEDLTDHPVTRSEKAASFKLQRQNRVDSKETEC
# ADAM10 inh – inhibits human ADAM10; recombinant ADAM10, EDANS/DABCYL FRET peptide cleavage, 3 h; O14672; inhibition, % at 7 µM; AID 720582; hit rate 0.62% among 370,000;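 active = inhibition above a per-campaign cutoff equal to the mean of compounds falling between control-based bounds plus 3 SD, cut at about 20% in these data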;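 note: 0% = DMSO wells while the 100% control is not disclosed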
# TDP2 absorb – blocks human TDP2 phosphodiesterase activity | O95551 | recombinant TDP2, T5PNP hydrolysis, p-nitrophenol absorbance 415 nm | inhibition, % at 12.8 µM | hit rate 0.34% among 370,000 | AID 720702;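 active = inhibition above the mean of all tested compounds plus 3 SD, set per campaign, cut at about 25% in these data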;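 note: 0% = DMSO with enzyme and 100% = buffer with substrate but no TDP2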
#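 Assay system: Recombinant human TDP2 | Quantity: 120 nM TDP2 per well | Incubation: 2 h at 37 °C | Signal: Epi absorbance | Evaluation: Percent inhibition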
# LEDGF integ inh – blocks HIV-1 LEDGF/p75-dependent DNA integration. TR-FRET IN-LEDGF/p75 DNA integration, Eu/Cy5. inhibition, % at 3.7 µM. hit rate 0.64% among 370,000. AID 743269;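 active = inhibition above the screen-wide mean plus 3 SD, cut at about 13% in these data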;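 note: signal is the Cy5 over europium emission ratio at 671 and 618 nm; 0% = plate median of compound wells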
# Numbers without * were called inactive; i = inactive.
# The first 9 entries, ahead of the listing:
1. O=C(Cn1cc2c(n1)CCCCC2)Nc1ccc(F)cc1F
2. CN(C)CCNC(=O)c1cccc2nc3cccc(F)c3nc12
3. Cc1ccc(C2NS(=O)(=O)N=C2N)cc1 (stereo not drawn)
4. O=C(OCC(=O)N1CCOCC1)c1cccc(S(=O)(=O)N2CCCc3ccccc32)c1
5. COc1ccc(N2CCC(CNC(=O)Nc3ccc(OC)cc3OC)C2)cc1 (stereo not drawn)
6. CC(=O)Nc1ccc2c(c1)[nH]c(=O)c1ccccc12
7. Oc1ccccc1N1CCN(c2nnnn2-c2ccccc2)CC1
8. O=C(CSc1ccccc1)NCCc1ccc(F)cc1
9. CN(C)C(=O)/C=C\c1cn(-c2ccccc2)nc1-c1ccc2c(c1)OCCO2

assay / compound,1,2,3,4,5,6,7,8,9
Tn7 DDE FP,5,2,-8,1,-1,10,-10,4,-7
DDE Tn6 FP inh,5,4,0,12,0,-1,3,0,-1
ASAP1 GAP inh,-8,-10,-8,-5,5,-2,1,18,15
proKLK7 act,0.1,4.8,-0.4,0.0,-0.3,4.6,0.3,0.1,0.0
ARFGAP1 inh,1,-5,2,4,6,-7,18,3,-9
PLCg1 inh,0,-32,7,1,-2,-44,2,5,-161
ADAM17 inh,0,-14,3,-4,-4,-127,-2,-1,-4
ADAM10 inh,-9,-42,2,-1,-3,-491,-8,1,-10
TDP2 absorb,-3,2,-1,7,-1,-8,-12,-6,-4
LEDGF integ inh,-2,-3,2,-3,0,0,-4,3,-4

# All compounds of this part, repeating the preview:
1. O=C(Cn1cc2c(n1)CCCCC2)Nc1ccc(F)cc1F
2. CN(C)CCNC(=O)c1cccc2nc3cccc(F)c3nc12
3. Cc1ccc(C2NS(=O)(=O)N=C2N)cc1 (stereo not drawn)
4. O=C(OCC(=O)N1CCOCC1)c1cccc(S(=O)(=O)N2CCCc3ccccc32)c1
5. COc1ccc(N2CCC(CNC(=O)Nc3ccc(OC)cc3OC)C2)cc1 (stereo not drawn)
6. CC(=O)Nc1ccc2c(c1)[nH]c(=O)c1ccccc12
7. Oc1ccccc1N1CCN(c2nnnn2-c2ccccc2)CC1
8. O=C(CSc1ccccc1)NCCc1ccc(F)cc1
9. CN(C)C(=O)/C=C\c1cn(-c2ccccc2)nc1-c1ccc2c(c1)OCCO2
10. CC(=O)Nc1cccc(-c2ccnc3c2CC(C)(C(=O)Nc2cccnc2)O3)c1 (stereo not drawn)

assay / compound,1,2,3,4,5,6,7,8,9,10
Tn7 DDE FP,5,2,-8,1,-1,10,-10,4,-7,-2
DDE Tn6 FP inh,5,4,0,12,0,-1,3,0,-1,-2
ASAP1 GAP inh,-8,-10,-8,-5,5,-2,1,18,15,-7
proKLK7 act,0.1,4.8,-0.4,0.0,-0.3,4.6,0.3,0.1,0.0,0.2
ARFGAP1 inh,1,-5,2,4,6,-7,18,3,-9,4
PLCg1 inh,0,-32,7,1,-2,-44,2,5,-161,0
ADAM17 inh,0,-14,3,-4,-4,-127,-2,-1,-4,-6
ADAM10 inh,-9,-42,2,-1,-3,-491,-8,1,-10,-7
TDP2 absorb,-3,2,-1,7,-1,-8,-12,-6,-4,4
LEDGF integ inh,-2,-3,2,-3,0,0,-4,3,-4,1

11. C=CCn1c(SCC(=O)N2CCN(c3ccccc3)CC2)nc2c([nH]c3ccccc32)c1=O
12. COc1ccccc1CCC(=O)OCC(=O)Nc1cccc(S(=O)(=O)N2CCCCC2)c1
13. O=C(CSc1nnc(COc2ccccc2)o1)c1ccccc1
14. CCOC(=O)c1cnc(N)nc1-c1ccccc1
15. CCn1c2ccccc2c2cc(NC(=O)COC(=O)C3CCC(=O)N3)ccc21 (stereo not drawn)
16. COc1ccc(C(=O)NCC(=O)N2CCN(c3ccccc3)CC2)cc1
17. CCn1c(CCNC(=O)c2ccc(C)cc2)nnc1SCc1ccc(Cl)c(Cl)c1
18. CC(C)(C)C(=O)C(C(c1ccccc1)N1CCOCC1)N1CCOCC1 (stereo not drawn)
19. Cc1csc(=O)n1CCC(=O)OCC(=O)Nc1cc(Cl)ccc1[N+](=O)[O-]
20. COc1ccc(CNC(=O)CN2c3ccccc3S(=O)(=O)c3ccccc32)cc1

assay / compound,11,12,13,14,15,16,17,18,19,20
Tn7 DDE FP,8,7,-3,1,-2,6,2,2,6,9
DDE Tn6 FP inh,10,-3,-4,6,-7,0,-4,8,0,4
ASAP1 GAP inh,6,-8,0,-1,20,-2,0,-22,5,0
proKLK7 act,0.1,-0.1,0.7,0.2,-0.2,0.1,-0.1,0.3,0.9,-1.2
ARFGAP1 inh,2,1,-6,2,-1,12,-12,7,-6,-1
PLCg1 inh,-2,1,-3,-1,-2,8,2,4,5,-13
ADAM17 inh,-1,2,-3,-6,-9,-1,2,2,-3,-5
ADAM10 inh,-7,5,-4,-5,-23,13,-1,-1,-12,1
TDP2 absorb,14,4,-1,11,-1,-3,5,-10,7,-10
LEDGF integ inh,-1,-2,-1,0,1,4,1,-1,-2,-10

21. CCOC(=O)C(CO)(NC(C)=O)C(=O)OCC
22. Fc1ccc(OCCn2cnc(Cl)c2Cl)cc1
23. CN(C)N1C(N)=C(C#N)C(c2ccccc2)C2=C1CCCC2=O (stereo not drawn)
24. COC(=O)Cn1nnnc1-c1nc2cc(C)c(C)cc2[nH]c1=O
25. CC(C)c1ccc(NC(=O)[C@@H](NC(=O)N2CC(=O)Nc3ccccc32)C(C)C)cc1
26. CCCCNC(=O)C1(C)CCN1C(=O)c1ccc(F)cc1Cl (stereo not drawn)
27. O=C(CN1CCOCC1)Nc1scc(-c2ccccc2)c1C(=O)N1CCOCC1
28. CN1C(=O)C(CC(=O)NCCc2ccccc2)N(NC(=O)c2cccc(F)c2)C1=S (stereo not drawn)
29. Cc1ccnc(NC(=O)c2ccc(OCC3CCCO3)cc2)c1 (stereo not drawn)
30. Cc1cc(C)n2nc(CNS(=O)(=O)c3cccc([N+](=O)[O-])c3)nc2n1

assay / compound,21,22,23,24,25,26,27,28,29,30
Tn7 DDE FP,4,0,-8,4,-8,6,1,-2,-2,-2
DDE Tn6 FP inh,6,1,-12,7,-7,-10,3,1,-3,-2
ASAP1 GAP inh,17,0,-6,-11,12,-6,6,5,-4,-12
proKLK7 act,0.3,-0.9,0.2,-0.5,0.1,-1.0,0.3,0.7,0.2,-0.2
ARFGAP1 inh,15,3,-17,-2,4,-1,-4,-8,10,-16
PLCg1 inh,-1,-1,1,i,-3,4,-1,-2,-1,1
ADAM17 inh,3,0,-1,-156,-2,-3,-2,-4,-2,-2
ADAM10 inh,-5,8,5,i,-3,-7,0,-5,-4,2
TDP2 absorb,-1,4,0,-4,0,-6,-1,9,2,-11
LEDGF integ inh,2,1,5,-1,0,-5,1,0,3,-2

# Continuation:
# Every second line gives: Tn7 DDE FP	DDE Tn6 FP inh	ASAP1 GAP inh	proKLK7 act	ARFGAP1 inh	PLCg1 inh	ADAM17 inh	ADAM10 inh	TDP2 absorb	LEDGF integ inh
[31] COc1cccc(CN(C)C(=O)CSc2nc3ccccc3[nH]2)c1OC
  -2	6	5	0.1	-6	-4	1	-1	-6	-2
[32] Cc1ccc(N(C(=O)Cn2nnc(-c3ccccc3F)n2)C(C(=O)NC2CCCC2)c2ccncc2)cc1 (stereo not drawn)
  8	4	0	0.7	-1	-2	-2	-4	2	1
[33] CCc1nnc(NC(=O)CSc2nc(C)cs2)s1
  3	-5	8	0.1	3	9	-5	-6	-21	-7
[34] Cc1ccc(-c2cc(C(=O)N/N=C/c3c[nH]c4ccccc34)n[nH]2)o1
  0	0	-3	-0.3	8	-6	-1	-1	-1	2
[35] O=C(N[C@@H]1CCC(=O)N(CC[C@H](Sc2ccc(Br)cc2)c2ccccc2)CC1)OCc1ccccc1
  -1	-2	-20	-0.4	-6	0	1	11	-3	1
[36] CCCCCC(=O)NNC(=S)NC(C)=O
  0	-1	4	-0.1	3	-1	-8	0	-7	6
[37] C=C1C(C(=O)Nc2ccc(OCC)cc2)C1C(=O)Nc1ccc(OCC)cc1 (stereo not drawn)
  -11	1	10	-0.9	-1	-1	-1	0	4	-4
[38] CC(Sc1nnc(-c2ccc(OC(F)F)cc2)o1)C(=O)NCC1CCCO1 (stereo not drawn)
  -5	3	4	-0.2	0	0	-7	3	7	-6
[39] COc1cc(OC)cc(C(=O)NCC(=O)NCCN2C(=O)S/C(=C\c3ccc4c(c3)OCO4)C2=O)c1
  -4	-9	9	-0.1	2	0	0	-9	-24	1
[40] COc1cccc(-n2nc3c(-n4ncc(C#N)c4N)nnc(C)c3c2C)c1
  1	-2	-30	-0.2	-9	-2	0	7	11	-1
[41] O=C(OCc1cc2ccccc2[nH]c1=O)c1cccc([N+](=O)[O-])c1
  -1	3	-7	-0.5	11	-2	-6	-1	13	-3
[42] O=C1C2CC=C(Cl)CC2C(=O)N1CCC[n+]1ccccc1 (stereo not drawn)
  -2	-5	4	0.1	-4	-4	-4	-2	11	-3
[43] Cc1c(Cl)sn(-c2ccc(Cl)cc2)c1=O
  3	5	9	-0.2	30*	-1	-5	-8	7	1
[44] c1ccc(-c2cc(N3CCOCC3)nc(-c3ccccc3)n2)cc1
  -1	4	-4	0.1	6	1	-1	5	-5	-4
[45] CCOc1ccc(CCNC(=O)C2CC(=O)N(CCc3ccccc3)C2)cc1OCC (stereo not drawn)
  -1	0	3	0.9	-5	0	-4	3	9	3
[46] O=C(/C=C/c1ccc(OCCCF)cc1)NCc1ccc(Cl)c(Cl)c1
  -4	-9	18	0.8	16	-1	-2	5	4	-1
[47] COc1ccc(CN(C)C(=O)c2ccc(NS(=O)(=O)c3ccc(F)cc3)cc2)c(OC)c1OC
  -6	3	-1	-0.3	-4	0	1	-3	-2	-4
[48] CN(Cc1cccc2cnccc12)C(=O)CCc1nnc(CCc2ccccc2)o1
  1	2	-2	0.6	-7	-3	-5	-4	8	-1
[49] CC(Oc1ccc(Br)cc1)C(=O)Nc1ccc(S(=O)(=O)N(C)C2CCN(C)CC2)cc1 (stereo not drawn)
  -8	2	6	-0.2	6	0	0	-11	-8	-8
[50] CC1(C)Cc2c(sc3nc(-c4cc5ccccc5o4)n(N)c(=O)c23)CO1
  4	-1	9	0.2	-7	-15	-8	-11	4	-1
[51] Nc1nn(-c2ccccc2)c(N)c1N=Nc1ccc2c(c1)OCO2
  3	0	3	0.1	-1	-1	-2	2	-4	0
